From PubChem BioAssay
H9c2 TAG inh: reduces triacylglycerol accumulation in H9c2 cells. Nile Red lipid (TAG) fluorescence; cells loaded with 200 µM oleic acid. inhibition, % at 12.5 µM. hit rate 0.66% among 230,000. AID 651582;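 active = pattern-corrected inhibition of lipid staining of at least 50% with the nuclear-stain viability signal not falling by more than 50%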;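 note: 0% = DMSO wells and 100% = triacsin C control wells; some results filed as inactive read as strong as hits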
H9c2 TAG inh DAPI viability: recorded beside H9c2 TAG inh, whose call it bears; DAPI nuclei signal change (viability), lower = more cytotoxic, %;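 whole-well DAPI fluorescence read on a plate reader as a viability signal; minus 50 percent equals half of cells still viable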
An asterisk follows results filed as active. Not all compounds are listed; count on the stated rates, not on these rows.

SMILES | H9c2 TAG inh | H9c2 TAG inh DAPI viability
CC(=O)Nc1ccc(NC(=O)C(C)OC(=O)/C(C#N)=C/c2ccc(N(C)C)cc2)cc1 (stereo not given) | -7 | 3
CCOC(=O)N1CCN(C(=O)c2cc3c(s2)-c2ccc(Cl)cc2S(=O)(=O)C3)CC1 | -16 | -7
COc1cccc(-n2c(SCC(N)=O)nnc2-c2ccco2)c1 | 2 | 4
CC1CCCC(C)N1C(=O)CSc1nnc(C2CCCCC2)o1 (stereo not given) | 12 | -1
CSc1ccccc1NC(=O)CN(C)CC(=O)Nc1ccc(Cl)cc1[N+](=O)[O-] | -17 | 6
CC1=C/C(=C\c2ccc3c(c2)OCO3)C(=O)S1 | 0 | 8
COc1ccc2[nH]c(=O)c(-c3nnn(-c4ccc(F)cc4)n3)cc2c1 | 10 | -6
Cc1cc(C(=O)N2CCC2(C)C(=O)O)nn1C(C)(C)C (stereo not given) | -2 | 2
CC(C)c1nnc(NC(=O)C2CCCN2S(=O)(=O)c2ccc(Cl)cc2)s1 (stereo not given) | -1 | 10
O=C(CCc1ccccc1Cl)Nc1cc2c(cc1C(=O)O)OCCCO2 | 5 | -3
CCOc1ccc(NC(=S)NNC(=O)c2cc(Br)ccc2Cl)cc1 | 7 | -9
CSc1ccc(CN(C)C(=O)CCNS(=O)(=O)c2ccc(C)c(C)c2)cc1 | -21 | -3
O=C(c1ccc2c(=O)n3c(nc2c1)CCCCC3)N1CCN(c2cccc(Cl)c2)CC1 | -7 | -7
Cc1nc2c(c3c1[nH]c1ccccc13)C(=O)CC(C)(C)C2 | 4 | 6
COC(=O)c1cccc(S(=O)(=O)N(Cc2ccco2)Cc2cc3cc(OC)ccc3[nH]c2=O)c1 | 13 | -13
COc1ccc(C(C)(O)c2nc(-c3cncnc3)cs2)cc1 (stereo not given) | 1 | -2
O=C(CCC1CCCCC1)Nc1ccccc1C(=O)N1CCOCC1 | -7 | -10
CCOC(=O)N1CCC(NC(=O)c2ccc(Cl)cc2)CC1 | -10 | 9
COC(=O)C1CCN(C(=O)COC(=O)CSc2ccc(C(N)=O)cc2[N+](=O)[O-])CC1 | 0 | -4
CC(C)CNC(=O)CSc1ccc(S(=O)(=O)N2CCN(C)CC2)cn1 | -14 | -5
COc1ccc(C(NC(=O)C2CCN(CCOc3ccc(Cl)cc3Cl)CC2)c2cccs2)cc1 (stereo not given) | 8 | 4
Cc1oc2c(c1C(=O)Nc1cccc3ccccc13)CCCC2 | -2 | 3
CCOc1ccccc1C=C1SC(=S)N(CC)C1=O | 9 | 0
O=C(Nc1ccccc1C(=O)NCC1CCCO1)c1ccc(Cl)cc1 (stereo not given) | 15 | 5
Cc1nn(C)cc1C(C(=O)NC1CCCCC1)N(CCc1ccccc1)C(=O)c1cnccn1 (stereo not given) | -16 | 8
Cc1cc(C)cc(C(O)c2ncc(-c3ccc(F)cc3)[nH]2)c1 (stereo not given) | 2 | 1
Cc1ccc(C)c(OCc2nnc(NC(=O)c3ccco3)s2)c1 | -7 | 9
O=C(NCCCn1ccnc1)/C(=C\c1ccc(Br)cc1)NC(=O)c1ccccc1F | -1 | 3
COc1ccc(C(=O)N2CCCCC2c2cc(C(=O)Nc3ccccc3)no2)cc1 (stereo not given) | 25 | -6
Cc1cc(C)nc(NS(=O)(=O)c2ccc(NC(=O)C3(c4ccccc4)CCCC3)cc2)n1 | -7 | 4

Entries shown so far that have an aryl methoxy group, in the order listed:
SMILES | H9c2 TAG inh | H9c2 TAG inh DAPI viability
COc1cccc(-n2c(SCC(N)=O)nnc2-c2ccco2)c1 | 2 | 4
COc1ccc2[nH]c(=O)c(-c3nnn(-c4ccc(F)cc4)n3)cc2c1 | 10 | -6
COC(=O)c1cccc(S(=O)(=O)N(Cc2ccco2)Cc2cc3cc(OC)ccc3[nH]c2=O)c1 | 13 | -13
COc1ccc(C(C)(O)c2nc(-c3cncnc3)cs2)cc1 (stereo not given) | 1 | -2
COc1ccc(C(NC(=O)C2CCN(CCOc3ccc(Cl)cc3Cl)CC2)c2cccs2)cc1 (stereo not given) | 8 | 4
COc1ccc(C(=O)N2CCCCC2c2cc(C(=O)Nc3ccccc3)no2)cc1 (stereo not given) | 25 | -6

Other records
SMILES | H9c2 TAG inh | H9c2 TAG inh DAPI viability
C=CCNC(=O)c1ccc(OC)cc1OC | -3 | 6
C[C@H](C[C@H](O)[C@H]1OC1(C)C)C1=C2C[C@H](O)C3[C@@]4(C)CCC(=O)C(C)(C)C4CC[C@]3(C)[C@@]2(C)CC1 (stereo not given in full) | 2 | -5
CN(C)C(CNC(=O)c1cc(S(=O)(=O)N(C)c2ccccc2)ccc1Cl)c1ccccc1 (stereo not given) | -3 | 5
CN(C)S(=O)(=O)c1cccc(NC(=O)c2ccc3c(c2)S(=O)(=O)N=C2CCCCCN23)c1 | 0 | 4
Cc1ccccc1NC(=O)COC(=O)Cc1ccsc1 | -8 | 15
Cc1cc(C)c(C)c(S(=O)(=O)N2CCC(C(=O)N3CCCCCCC3)CC2)c1C | -31 | -2
CC1CCCCC12NC(=O)N(CC(=O)OCc1ccccc1Cl)C2=O (stereo not given) | -5 | 10
CC1CCCCN1C(=O)Nc1cccc(Cl)c1 (stereo not given) | 0 | 1
COc1ccc(CC2(CO)CCN(Cc3nc(C(C)C)cs3)CC2)cc1 | -8 | -8
CC(=O)c1ccc(N2CCN(C(=O)c3c(-c4ccccc4Cl)noc3C)CC2)cc1 | 10 | 5
CC(C)CCNC(=O)C1CCN(Cc2cccc(OCc3ccccc3)c2)CC1 | 8 | 1
CCNC(=O)C1CCCN(C(=O)c2ccc(OC)cc2OC)CC1 (stereo not given) | 10 | -1
Cc1csc2c(N3CCN(C(=O)Nc4ccc(Cl)c(Cl)c4)CC3)ncnc12 | 1 | 8
C/C(Cn1cnc([N+](=O)[O-])n1)=N\NC(=O)c1ccccc1F | -22 | 13
Cc1ccc(-n2c(SCC(N)=O)nnc2-c2ccccn2)cc1 | -4 | 1
O=C1CCc2cc(S(=O)(=O)N3CCC(C(=O)NC4CCCc5ccccc54)CC3)ccc2N1 (stereo not given) | 0 | -3
O=C(O)CCNC(=O)CCCn1nnc2ccccc2c1=O | -5 | 6
CCOC(=O)c1cc2nc(OCC)nc(OCC)c2[nH]1 | 14 | -1
O=C(N/N=C(\c1ccccc1)c1ccccn1)c1ccccc1Cl | -18 | -15
Cc1ccc(S(=O)(=O)N2CCOCC2)cc1NC(=O)C1CC(=O)N(c2ccc3c(c2)OCCO3)C1 (stereo not given) | -15 | 0
Cc1ccc(S(=O)(=O)Nc2ccc(C(=O)NCc3ccncc3)cc2)cc1 | 6 | -5
COC(=O)C1CCN(CC(N)=O)CC1 | -19 | -1
COc1ccccc1/C=N/NC(=O)c1cc2c(ccc3ccccc32)o1 | -2 | -1
O=C(Nc1ccccc1Cl)c1ccc(Cl)cc1Cl | 0 | -8
CC(C)CCNC(=O)C1CCN(c2nnc(-n3cccc3)s2)CC1 | 6 | -9
O=C(CSCc1ccc(Br)cc1)N=Nc1c(O)[nH]c2ccccc12 | -9 | -10
COC(=O)[C@@H]1C[C@@]2(O)[C@H](O)[C@H](O)[C@H](O)C[C@H]2N1Cc1ccc(C(C)(C)C)cc1 | -3 | 0
O=C1CCC(C(=O)N2CCC(O)CC2)CN1CCc1ccc(Cl)cc1 (stereo not given) | -8 | 4
O=C(CSc1nc(=O)n(CCCN2CCOCC2)c2c1CCC2)Nc1ccc(F)cc1F | -27 | 1
CC(C)(C)c1ccccc1NC(=O)Cn1cnc2cc([N+](=O)[O-])ccc2c1=O | 13 | -1
CCNC(=O)CSc1nc2ccccc2c(=O)n1CCCOC(C)C | 8 | -5
C=C(C)c1cccc(C(C)(C)NC(=O)N2CCN(c3ccccn3)CC2)c1 | -1 | -1
COc1ccc(CCNC(=S)NCc2cccs2)cc1OC | -11 | 4
C/C(=N/NC(=O)CN1CCN(S(=O)(=O)c2ccc(C)cc2)CC1)c1ccco1 | 10 | -4
Cc1cc(F)ccc1S(=O)(=O)Nc1ccccc1C(=O)Nc1ccc2[nH]c(=O)[nH]c2c1 | -13 | 14
Cc1cccc2sc(NC(=O)CN3C(=O)C4CC=CCC4C3=O)nc12 (stereo not given) | -6 | -3
CCCCNC(=O)Nc1ccon1 | -9 | 7
NNc1ccc(Cl)c(C(=O)O)c1 | -3 | 2
CSC1=NCCN1C(=O)Cc1cccc2ccccc12 | -11 | 9
COC(=O)CCN(C(=O)c1cccc(OC(C)=O)c1)c1ccccn1 | -20 | 10
Cn1c(=O)[nH]c(=O)c2c1nc(N1CCCCC1)n2C/C=N/Nc1ccc(C(=O)O)cc1 | 0 | -7
C/C(=N/OC(=O)c1ccc(C)cc1)c1ccc(N2C(=O)C3CCCCC3C2=O)cc1 (stereo not given) | -2 | -4
O=C(Cn1cc[n+](CC(=O)c2ccc(Cl)cc2Cl)c1)c1ccc(Cl)cc1Cl | 60* | -27*
CCCC(=O)N1CCC1(C)C(=O)NS(=O)(=O)c1ccc(Cl)cc1 (stereo not given) | 7 | 2
COc1ccc2occ(C(=O)c3ccc(N=C(C)N(C)C)cc3)c2c1 | -15 | 6
CCOC(=O)N1CCC(N2Cc3cccc(C(=O)N4CC(C)CC(C)C4)c3C2=O)CC1 (stereo not given) | 3 | 8
Cc1ccc(S(=O)(=O)NCC(c2cccnc2)N2CCOCC2)cc1 (stereo not given) | -4 | -2
Clc1ccc(Cl)c(OCCN2CCOCC2)c1 | -6 | 4
CCN(CC)CCCNC(=S)N(CCCO)Cc1cc2cc3c(cc2[nH]c1=O)OCO3 | 1 | -5
COc1cc(NC(=O)CSc2nc(=O)n(CCN3CCOCC3)c3c2CCC3)cc(OC)c1 | -3 | -8
CCN(CC(=O)NCc1ccc(Cl)cc1)C(=O)COc1cccc(C(F)(F)F)c1 | -63 | 1
COc1ccccc1-c1nc(C#N)c(N2CCCCCC2)o1 | 7 | 15
Cc1cc(C(=O)NCc2ccco2)c2ccccc2n1 | -6 | 1
CC(C)NS(=O)(=O)c1ccc(NC(=O)C(C)OC(=O)CCC(=O)c2cccs2)cc1 (stereo not given) | -24 | 5
CCOc1ccc(Nc2nc3ccccc3c(=O)s2)cc1 | -8 | 6
CCn1c(C)cc(/C=C2/SC(=O)N(C(C)C(=O)OC)C2=O)c1C (stereo not given) | 6 | -2
CC(C)(C)S(=O)(=O)c1cnc(-c2cnccn2)nc1N | 4 | -2
O=C(CSc1nnc(Cn2c(=O)sc3ccccc32)n1CCc1ccccc1)N1CCCC1 | 4 | 2
NS(=O)(=O)c1ccc(CNC(=O)c2ccc(Br)o2)cc1 | -4 | 15
CCN1CCN(S(=O)(=O)c2ccc(OC)cc2)CC1 | 5 | 8

The results go on.
SMILES | H9c2 TAG inh | H9c2 TAG inh DAPI viability
O=C(CN1C(=O)NC2(CCCCCC2)C1=O)c1ccc2c(c1)OCCO2 | -11 | -4
CC1(C)C2CCC(C2)C1(C)NC(=O)C[N+](C)(C)C (stereo not given) | 1 | 4
O=C(Nc1c(F)c(F)c(F)c(F)c1F)C1CCCCC1 | -5 | 3
Cc1ccccc1C(=O)NC(NCC1CCCO1)C(Cl)(Cl)Cl (stereo not given) | 20 | -5
COc1ccc(CN(CCC(C)C)S(=O)(=O)c2ccccc2Br)c(OC)c1 | -18 | 7
Cc1ccc(C(=O)Nc2c(N)nc(SCC(=O)Nc3cc(C)on3)[nH]c2=O)cc1 | -6 | 0
COc1ccc(C2(c3ccc(O)cc3O)CC(c3ccccc3Cl)NC(=S)N2)cc1 (stereo not given) | 3 | -1
Cc1cc(C)n(CCc2nc(-c3cc4ccccc4o3)cs2)n1 | -9 | -8
O=S(=O)(/N=C(/c1ccccc1)N1CCCCCC1)c1ccccc1 | 4 | 6
CCOc1ccc(NC(=O)c2ccc3c(c2)C(=O)N(Cc2ccncc2)C3=O)cc1 | -4 | 1
CCN(CC)c1ccc(NC(=O)c2ccccn2)cc1S(=O)(=O)Nc1ccccc1OC | 14 | -5
COc1ccc(/C=C/C2=NN(C)C(=O)CC2)cc1 | 5 | 9
O=[N+]([O-])c1ccc2c(c1)-c1ccccc1C2O (stereo not given) | 4 | -5
CC(C)n1c(SCC(=O)NC2CC2)nnc1C1CC1 | 5 | 5
Cc1cnc(Nc2nc3ccccc3o2)nc1C(=O)Nc1cccc(C(F)(F)F)c1 | 12 | 3

Brought forward from above: two entries, then new ones.
SMILES | H9c2 TAG inh | H9c2 TAG inh DAPI viability
CC(C)n1c(SCC(=O)NC2CC2)nnc1C1CC1 | 5 | 5
Cc1cnc(Nc2nc3ccccc3o2)nc1C(=O)Nc1cccc(C(F)(F)F)c1 | 12 | 3
O=C(COc1ccc(Br)cc1)NCCCNC(=O)c1cccnc1 | 7 | 12
O=C(COC(=O)C1CC1)NC(=O)c1ccccc1 | 2 | 3
OCCC1CN(Cc2cnc(-c3ccccc3)s2)CCN1Cc1ccccc1 (stereo not given) | 6 | 2
CN(C)CCNc1nc2sc3c(c2c(=O)n1-c1ccc(F)cc1)CCCCC3 | 17 | 2
CC(=O)NCCNc1nc2cc(-c3cnn(CCC(C)C)c3)sc2c(=O)n1C | 14 | -15
CCC(C)NC(=O)CSC1=Nc2ccccc2C2=NC(c3ccccc3)C(=O)N12 (stereo not given) | -11 | 0
COc1ccc(S(=O)(=O)N2CCOCC2)cc1NC(=O)Cn1nnc2ccccc2c1=O | 3 | 9
CCn1cc(C(=O)NC2CCCCCC2)c2cc(OC)c(OC)cc2c1=O | 12 | 11
C/C(Nc1ccc(Cl)c(Cl)c1)=C1/CCOC1=O | 8 | -23
